High-throughput results as filed in PubChem.
Gli-Sufu antag: antagonists of Gli-Sufu signaling; Sufu-KO-LIGHT fibroblasts, Gli luciferase reporter luminescence; inhibition, % at 5 µM; 340,000 tested, 0.74% active; AID 588413;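 active means inhibition above about 55%, limit read from the data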;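 further: 0% = DMSO-treated cells and 100% = wells with medium but no cells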
CXCR6 block: CXCR6 (human) receptor inhibition; inhibition, % at 20 µM; 360,000 tested, 0.36% active; CHO-K1 PathHunter CXCR6 beta-arrestin, luminescence; in the data active means inhibition above about 34%, passing the limit was not always enough;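 further: antagonist mode with CXCL16 agonist at 10 nM final; 0% = 10 nM CXCL16 with DMSO and 100% = unstimulated wells without agonist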
EBI2 block: EBI2 (human) antagonism | EBI2 beta-arrestin recruitment, luminescence, 7a,25-OHC stimulated | 360,000 tested, 0.81% active | inhibition, % at 5 µM; in the data active means inhibition above about 38%;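 further: enzyme fragment complementation signal reports receptor beta-arrestin coupling in cells; 0% = agonist plus DMSO wells and 100% = wells without agonist; some results beyond the cut were filed as inactive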
CCR6 antagonist: CCR6 (human) receptor antagonism; inhibition, % at 20 µM; AID 493098; CHO-K1 CCR6 PathHunter beta-arrestin, luminescence, CCL20-stimulated; 340,000 tested, 0.49% active;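 active means compounds whose inhibition of the agonist-driven luminescence signal at 20 µM reaches about 50%, limit read from the data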;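 further: cells stimulated with CCL20 at 14 nM final; plate controls were DMSO with CCL20 for no effect and DMSO without agonist for full effect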
Target sequence (P51684 whole entry, looked up): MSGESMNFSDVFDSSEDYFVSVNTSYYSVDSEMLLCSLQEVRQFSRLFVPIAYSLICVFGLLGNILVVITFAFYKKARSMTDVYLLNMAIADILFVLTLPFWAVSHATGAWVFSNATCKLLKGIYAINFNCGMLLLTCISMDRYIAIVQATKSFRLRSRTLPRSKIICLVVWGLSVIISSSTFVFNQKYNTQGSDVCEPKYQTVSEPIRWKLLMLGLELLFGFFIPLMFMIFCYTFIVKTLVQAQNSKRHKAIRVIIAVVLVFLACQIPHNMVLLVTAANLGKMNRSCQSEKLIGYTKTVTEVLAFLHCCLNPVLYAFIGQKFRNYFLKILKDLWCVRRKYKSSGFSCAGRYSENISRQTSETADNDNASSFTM
APJ ag: activates the human apelin receptor APJ. 330,000 tested, 0.11% active. activation, % at 20 µM. CHO-K1 APJ PathHunter beta-arrestin, luminescence; 0% DMSO wells, 100% apelin;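 active means activation more than six SD over the plate average, tested at 20 µM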;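 further: 0% = DMSO alone and 100% = apelin-13 at 10 nM; some results filed as inactive read as strong as hits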
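Assay system: CHO-K1 cells stably expressing ProLink-tagged human APJ and arrestin–beta-gal acceptor. Compound dosing: 20 µM single point, 1% DMSO. Times: 16-18 h seeding, 90 min dark compound exposure, 60 min detection. Detection: beta-gal luminescence. Evaluation: APJ–arrestin association signal. Controls: negative DMSO alone, positive Apelin-13 at 10 nM.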
UBC13 polyUb: blocks human UBC13 polyubiquitin chain formation | TR-FRET | inhibition, % at 20 µM | 330,000 tested, 0.47% active | P61088; in the data active means inhibition above about 45%, passing the limit was not always enough
Target sequence (P61088 whole entry, looked up): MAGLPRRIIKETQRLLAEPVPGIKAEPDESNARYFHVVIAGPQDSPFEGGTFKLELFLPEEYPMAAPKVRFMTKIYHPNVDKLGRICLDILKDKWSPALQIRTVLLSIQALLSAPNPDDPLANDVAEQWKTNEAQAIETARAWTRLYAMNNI
ATG4B inhibitor: inhibitors of human ATG4B cysteine protease. 340,000 tested, 0.51% active. inhibition, % at 8.33 µM. ATG4B cleavage of LC3-PLA2, NBD-HPC fluorescence, 1 h. Q9Y4P1; in the data active means inhibition above about 40%
Target sequence (Q9Y4P1 whole entry, looked up): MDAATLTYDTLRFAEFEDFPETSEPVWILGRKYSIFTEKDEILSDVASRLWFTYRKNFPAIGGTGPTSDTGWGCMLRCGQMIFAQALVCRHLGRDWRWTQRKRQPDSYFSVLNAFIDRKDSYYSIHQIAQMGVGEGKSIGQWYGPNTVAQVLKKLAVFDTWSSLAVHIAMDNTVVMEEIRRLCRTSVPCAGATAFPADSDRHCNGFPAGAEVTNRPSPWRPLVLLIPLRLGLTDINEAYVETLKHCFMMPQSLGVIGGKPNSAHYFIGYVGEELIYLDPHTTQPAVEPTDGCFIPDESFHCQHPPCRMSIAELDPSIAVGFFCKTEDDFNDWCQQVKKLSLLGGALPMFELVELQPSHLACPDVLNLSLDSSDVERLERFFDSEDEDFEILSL
APJ antag: antagonists of human APJ apelin receptor. CHO-K1 APJ beta-arrestin complementation, luminescence. AID 2521. P35414. 330,000 tested, 0.32% active. inhibition, % at 20 µM;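 active means inhibition above about 40% at 20 µM, limit read from the data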;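 further: cells challenged with 10 nM apelin-13 agonist together with compound; plate controls were apelin-13 plus DMSO wells for no effect and DMSO wells lacking apelin-13 for full effect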
Starred values were filed as active, the others as inactive; x = no result given. Rows were taken by chance. Share with any hit: about 3%.

SMILES | Gli-Sufu antag | CXCR6 block | EBI2 block | CCR6 antagonist | APJ ag | UBC13 polyUb | ATG4B inhibitor | APJ antag
CCOc1ccccc1NC(=O)CS(=O)(=O)c1cn(CC(=O)N2CCOCC2)c2ccccc12 | 2.5 | -7.0 | 0.3 | 5.8 | -4.5 | -0.2 | -0.6 | 2.8
CCn1c(CN2CCOCC2)nnc1SCC(=O)Nc1cccc(C)c1 | 4.0 | -8.7 | -10.0 | 4.9 | 3.6 | 3.9 | -3.1 | -15.3
COC(=O)C1=C(C)OC(N)=C(C#N)C1c1cc2cc(C)ccc2nc1Cl (centres undefined) | -5.5 | 8.3 | -6.2 | 0.0 | -0.2 | 2.5 | -8.6 | 12.1
Cn1ccnc1C(O)c1cccc(OCc2ccccc2)c1 (centres undefined) | 4.2 | -11.0 | -0.8 | 10.7 | -6.5 | 3.2 | -5.7 | -1.0
CC(C)CCn1nnnc1C(C(C)C)N1CCC(C(N)=O)CC1 (centres undefined) | 5.2 | -10.0 | 0.1 | 1.9 | -4.7 | 4.1 | -7.4 | 4.7
O=C(CN1C(=O)NC2(CCCC2)C1=O)OCC(=O)c1cccc(Cl)c1 | 1.4 | 11.1 | 3.3 | 21.0 | -11.0 | 0.3 | -0.9 | 13.5
Cc1ccc(NCCCn2ccc(NC(=O)OCc3ccccc3)nc2=O)cc1C | -3.8 | 5.9 | -3.2 | 22.8 | x | x | -0.2 | x
O=C(OCC(=O)N1CCCCC1)c1ccccc1SCC(=O)N1CCCCC1 | -2.3 | -1.0 | -5.0 | -12.3 | -3.9 | 14.8 | -1.1 | 4.5
C/C=C\C=C/C(=O)Nc1cccc(C2=NOC3(C2)C[C@H](C(N)=O)N(C(=O)CC)C3)c1 (some centres undefined) | -10.7 | -6.1 | -4.0 | 7.8 | 10.8 | -11.1 | -16.1 | 15.2
O=C1CCC(C(=O)Nc2cccc(S(=O)(=O)Nc3ccccc3F)c2)=NN1 | 12.3 | -1.4 | 18.4 | 11.9 | -8.0 | 8.8 | 3.0 | 24.7
CCOc1ccc(-n2c(C)cc(/C=N/Nc3nc(C)cc(=O)[nH]3)c2C)cc1 | -2.9 | 3.6 | 17.0 | 5.5 | -2.2 | 4.8 | -4.3 | -21.5
Cn1cc(CCNC(=O)c2ccc3nc(Cc4ccccc4F)oc3c2)cn1 | -25.4 | 5.0 | 2.8 | -8.2 | 4.1 | 6.0 | 0.5 | -1.1
Cc1ccc(C)c(OCCC(=O)NCCc2ccc(Cl)cc2)c1 | -2.8 | -7.0 | -10.6 | 13.3 | -6.9 | 1.5 | 5.6 | -0.4
Nc1nnc(SCc2c(F)cccc2Cl)s1 | -3.2 | 1.6 | -9.5 | -2.1 | -2.8 | 4.8 | -2.2 | 27.9
CCCc1nc(SCC(=O)Nc2nnc(CC)s2)c2c(=O)n(C)c(=O)n(C)c2n1 | 66.4* | -0.5 | 4.4 | 12.7 | 3.6 | -7.6 | -6.7 | -37.0
Cc1cc(/C=C\c2ccc3cc(N(C)C)ccc3[n+]2C)c(C)n1-c1ccccc1 | 93.7* | 21.9 | -8.1 | 51.4* | 13.6 | -285.0 | 5.8 | 11.1
CCCCCCCCNCCS(=O)(=O)NCc1ccc(OC)cc1 | 9.5 | 3.9 | -0.3 | 19.3 | x | x | x | x
CC(C)(O)[C@H]1Cc2cc3ccc(=O)oc3cc2O1 | -30.2 | -3.8 | 6.9 | 6.4 | -2.0 | 2.7 | -4.9 | 16.1
O=C(CSCc1ccccn1)Nc1ccccc1 | -18.0 | 2.1 | 2.3 | -1.1 | 1.5 | 4.1 | 0.6 | 0.8
CN(C)S(=O)(=O)N1CCN(C(=O)c2cccc(Br)c2)CC1 | 0.0 | -9.4 | 4.6 | 4.8 | -1.3 | 5.2 | -3.0 | 13.5
CCC(C)NC(=O)CCCCCn1c(=O)[nH]c2cc(OC)c(OC)cc2c1=O (centres undefined) | 4.6 | -5.1 | -6.1 | -9.1 | -0.9 | 1.3 | -5.7 | -4.6
CCOC(=O)C[C@H]1c2ccccc2S(=O)(=O)N1C1CC1 | -4.3 | -5.4 | 1.6 | -2.9 | 6.1 | -2.3 | -5.6 | -31.8
O=C1CC(=C2c3ccccc3-c3ccccc32)C(=O)N1CCCCN1CCN(c2ccccc2)CC1 | 13.9 | 16.2 | 17.8 | -5.7 | -4.4 | -8.6 | -5.2 | 6.5
CCOc1ccc(OCC)c(NC(=O)C2CCCN(S(=O)(=O)c3c(C)noc3C)C2)c1 (centres undefined) | 2.6 | -2.4 | 8.9 | 5.6 | 5.9 | -2.9 | -14.8 | 16.5
S=c1nc2ccccc2c2nc(-c3ccccc3Br)[nH]n12 | 1.4 | 3.0 | -15.0 | 2.4 | -3.1 | 26.5 | -4.3 | 7.4

As entered above:
Under CXCR6 block, O=C(CN1C(=O)NC2(CCCC2)C1=O)OCC(=O)c1cccc(Cl)c1 has the entry 11.1
Under APJ antag, C/C=C\C=C/C(=O)Nc1cccc(C2=NOC3(C2)C[C@H](C(N)=O)N(C(=O)CC)C3)c1 (some centres undefined) has the entry 15.2

Additional records
SMILES | Gli-Sufu antag | CXCR6 block | EBI2 block | CCR6 antagonist | APJ ag | UBC13 polyUb | ATG4B inhibitor | APJ antag
CC(C)(C)c1cc(C(=O)N2CCN(c3ncccn3)CC2)ccn1 | 1.7 | -4.4 | 3.4 | -18.5 | -4.0 | -7.3 | 1.4 | -7.0
O=C(Nc1ccccc1Br)C(=O)N1CCCC1 | 2.1 | 5.2 | -5.9 | 0.9 | 2.8 | 9.9 | 1.7 | -8.8
COc1ccc(S(=O)(=O)N(CCCN2CCCC2=O)Cc2cc3c(C)cc(C)cc3[nH]c2=O)cc1 | -7.1 | 0.0 | 8.7 | -14.4 | x | x | -11.7 | x
Cc1cccc(N=C2NN=C(c3c[nH]c4ccccc34)CS2)c1 | -9.1 | 8.7 | -6.2 | -1.3 | -1.7 | 1.5 | -12.5 | 7.9
CN(CC(=O)Nc1ccccc1C(F)(F)F)C(=O)c1cc2c(s1)CCCCC2 | -1.5 | -4.6 | 8.4 | 6.5 | -1.3 | -5.9 | 9.2 | -57.3
CCN(CC)CCSc1nnc2c3cc(C)ccc3n(Cc3ccccc3)c2n1 | 2.9 | 2.5 | 74.1* | 17.4 | -1.5 | 0.8 | -3.9 | 18.8
Cn1cnnc1SCC(=O)c1ccc2c(c1)OCO2 | 0.7 | 0.2 | 4.5 | -0.8 | 4.5 | -10.3 | 2.1 | -3.1
N#Cc1ccc(OCC(=O)NCC2COc3ccccc3O2)cc1 (centres undefined) | 0.5 | -8.1 | 15.3 | 12.3 | -3.5 | 6.7 | -8.4 | -22.5
CCCCn1c(SCn2nnc3ccccc3c2=O)nc2cc(S(N)(=O)=O)ccc21 | -1.3 | 4.2 | 2.9 | -1.3 | -2.3 | 0.0 | -7.1 | 17.2
c1ccc(Cn2nnc3c(NCC4CCCO4)ncnc32)cc1 (centres undefined) | 4.3 | 16.3 | -0.4 | 8.2 | -4.4 | 4.5 | -3.2 | -17.6
CC(=O)c1ccc(NC(=O)/C(=C\c2ccccc2)NC(=O)/C=C/c2ccccc2)cc1 | -4.4 | 12.3 | 12.5 | 12.4 | -1.3 | -18.0 | -15.5 | -2.4
Cc1cc(Cl)c2oc(C(=O)NCCC3CCCCO3)c(C)c2c1 (centres undefined) | -9.7 | 1.1 | 6.7 | 19.0 | -0.8 | -6.1 | -9.8 | 15.7
O=C(CSc1n[nH]c(-c2cccnc2)n1)Nc1ccnc2ccccc12 | 12.8 | -0.5 | 0.1 | 11.1 | 4.4 | 21.1 | 0.0 | 0.8
COc1ccc(NC(=O)c2oc3ccccc3c2NC(=O)C(C)(C)C)cc1 | -4.5 | -1.5 | -51.4 | -4.0 | -3.8 | 18.7 | 4.4 | 8.1
COc1ccc(OC)c(/C=C/C(=O)OCC(=O)N2CCN(S(=O)(=O)c3ccc(C)cc3C)CC2)c1 | 0.0 | -8.6 | 13.1 | 5.2 | -1.5 | 14.4 | -10.5 | -1.6
COc1ccc(C(=O)N2CCN(Cc3ccc(OC)c(OC)c3)CC2)cc1 | 7.6 | 0.1 | 5.4 | 0.3 | -2.8 | 3.5 | 1.9 | 20.0
Cc1cc(C)n(C(C)Sc2ccccc2)n1 (centres undefined) | -4.9 | -5.5 | -1.4 | 1.8 | 4.3 | 1.4 | 5.4 | 17.4
NNC(=O)c1ccc(CSc2nc3ccccc3[nH]2)cc1 | -8.5 | -8.3 | -13.8 | -11.4 | 1.0 | -0.7 | 0.8 | -31.1
Cn1c(-c2ccccc2)c(CCO)c2ccccc21 | 4.6 | 5.0 | -14.9 | 18.9 | -4.1 | 8.0 | -2.1 | -13.7
CCCCOC(=O)Nc1ccc(C(C)C)cc1 | -103.2 | -3.3 | 9.4 | 36.3 | 1.2 | 8.9 | -4.8 | -1.9
CC(=O)c1cccc(N2C(=O)CC(N3CCN(S(=O)(=O)c4ccccc4F)CC3)C2=O)c1 (centres undefined) | 0.4 | -3.0 | -3.5 | 4.8 | -1.1 | -10.7 | 4.5 | 17.2
O=C(c1cc([N+](=O)[O-])ccc1N1CCCC1)N1CCCCC1 | 8.6 | 5.3 | 11.2 | 7.0 | 0.9 | 4.7 | 3.8 | 8.5
CC1(C)Cc2c(sc(NC(=O)COc3cccc4ccccc34)c2C#N)C(C)(C)N1 | 2.4 | -3.8 | -10.6 | 3.8 | 10.8 | 20.7 | -6.2 | -32.5
Cc1cc(NC(=O)c2cc(C(C)(C)C)oc2C)no1 | -5.0 | 0.7 | -2.3 | 10.0 | -4.8 | 7.1 | 3.6 | 12.6
CC(C)(C)c1ccc(-c2nnc(SC3CCOC3=O)n2Cc2ccccc2)cc1 (centres undefined) | 0.1 | -9.2 | 5.8 | 10.0 | 1.9 | 5.6 | -16.8 | -7.3
COc1ccccc1NS(=O)(=O)c1cc(NC(=O)CCC(=O)c2cccs2)ccc1Cl | 8.5 | -10.4 | 6.6 | 0.9 | -0.5 | 1.2 | -9.3 | -11.0
CCOc1cc(C(=O)N2CCCN(C)CC2)cc(OCC)c1OCC | -5.9 | 0.1 | 4.3 | 1.6 | -1.6 | 1.6 | 2.9 | 22.0
CS(=O)(=O)NCc1ccc(C(=O)NCc2ccccc2)cc1 | 1.8 | -1.2 | -18.3 | -1.2 | -5.3 | -0.2 | 3.0 | 24.6
COc1ccc(NC(=O)C2CCCN(S(C)(=O)=O)C2)cc1OC (centres undefined) | -5.8 | -0.9 | -4.2 | 5.5 | -1.5 | -8.8 | -1.7 | -1.2
CC1=NN(C(N)=S)C(=O)C1N=Nc1ccccc1 (centres undefined) | 24.6 | 9.1 | 1.7 | 26.4 | -5.7 | 0.3 | 3.1 | 25.7

Given field by field: part of the list above.
SMILES: Cc1cccc(N=C2NN=C(c3c[nH]c4ccccc34)CS2)c1
- Gli-Sufu antag = -9.1
- CXCR6 block = 8.7
- EBI2 block = -6.2
- CCR6 antagonist = -1.3
- APJ ag = -1.7
- UBC13 polyUb = 1.5
- ATG4B inhibitor = -12.5
- APJ antag = 7.9

SMILES: C/C=C\C=C/C(=O)Nc1cccc(C2=NOC3(C2)C[C@H](C(N)=O)N(C(=O)CC)C3)c1 (some centres undefined)
- Gli-Sufu antag = -10.7
- CXCR6 block = -6.1
- EBI2 block = -4.0
- CCR6 antagonist = 7.8
- APJ ag = 10.8
- UBC13 polyUb = -11.1
- ATG4B inhibitor = -16.1
- APJ antag = 15.2

SMILES: O=C1CC(=C2c3ccccc3-c3ccccc32)C(=O)N1CCCCN1CCN(c2ccccc2)CC1
- Gli-Sufu antag = 13.9
- CXCR6 block = 16.2
- EBI2 block = 17.8
- CCR6 antagonist = -5.7
- APJ ag = -4.4
- UBC13 polyUb = -8.6
- ATG4B inhibitor = -5.2
- APJ antag = 6.5

SMILES: O=C(Nc1ccccc1Br)C(=O)N1CCCC1
- Gli-Sufu antag = 2.1
- CXCR6 block = 5.2
- EBI2 block = -5.9
- CCR6 antagonist = 0.9
- APJ ag = 2.8
- UBC13 polyUb = 9.9
- ATG4B inhibitor = 1.7
- APJ antag = -8.8
